MC4R ag barr: agonists of human melanocortin 4 receptor (MC4R) beta-arrestin; P32245; U2OS MC4R beta-arrestin complementation, luminescence; percent of melanotan II response, DMSO zero; activation, % at 8.9 µM; 360,000 tested, 0.98% active; AID 540308;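 active = activation above a per-plate cutoff, the mean activation of sample wells on that plate plus 3 SD, cut at about 8% in these data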
Target sequence (P32245 whole entry, looked up): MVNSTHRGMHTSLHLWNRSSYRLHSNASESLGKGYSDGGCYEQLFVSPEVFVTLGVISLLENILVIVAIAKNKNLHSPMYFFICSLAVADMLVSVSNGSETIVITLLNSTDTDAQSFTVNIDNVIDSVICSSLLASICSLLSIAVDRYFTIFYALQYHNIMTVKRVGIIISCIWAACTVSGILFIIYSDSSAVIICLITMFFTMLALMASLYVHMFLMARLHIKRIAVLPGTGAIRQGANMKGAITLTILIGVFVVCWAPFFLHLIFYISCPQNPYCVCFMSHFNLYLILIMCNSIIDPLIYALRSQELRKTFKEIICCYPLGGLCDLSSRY
MC4R antag cAMP: antagonists of human melanocortin 4 receptor (MC4R) | P32245 | AID 540295 | inhibition, % at 6.5 µM | MC4R-expressing cells, MTII-stimulated cAMP, LANCE TR-FRET | 360,000 tested, 0.48% active;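 active = inhibition above its plate's cutoff, the mean of tested wells on that plate plus 3 SD, cut at about 29% in these data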;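 also: 0% = Melanotan II alone and 100% = Melanotan II plus saturating MCL0020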
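Assay system: U2OS cells stably expressing human melanocortin 4 receptor (MC4R) / Dosing: 6.5 µM / Timing: compound 30 min, challenge 1 h, detection 1 h / Measured by: Eu-cAMP/anti-cAMP TR-FRET, emission 671 nm / Replicates: singlicate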
ABHD5-PLIN5 inh: inhibitors of human ABHD5-perilipin-5 interaction; Q00G26+Q8WTS1; Split G. princeps luciferase complementation, luminescence, 4 h; inhibition, % at 4 µM; 360,000 tested, 0.78% active; AID 602281;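 active = inhibition above the mean inhibition across every tested compound plus 3 SD, cut at about 22% in these data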;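 also: 0% = DMSO only wells and the 100% control is not disclosed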
hiPSC survival: hiPSC single-cell survival enhancement; ATPlite luminescence; 100% = ROCK inhibitor wells, 0% = DMSO; survival enhancement, % at 20 µM; 360,000 tested, 0.044% active; AID 602274; in the data active = survival enhancement above about 18%;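 also: cells exposed to compounds for 16 hours before the ATP read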
Glyco luc inh: blocks N-linked glycosylation in D54 reporter cells; D54 ERlucT glycosylation luciferase reporter, 24 h; percent of 100 nM tunicamycin response; reporter increase, % at 12.5 µM; 360,000 tested, 0.23% active; AID 588692;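 active = mean luciferase reporter signal, scaled so untreated is 0 and the glycosylation-blocking control 100, at or above a set limit in every replicate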;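 also: luciferase carries N-glycosylation sites so blocking glycosylation raises the light; 0% = median of neutral control wells and 100% = median of 100 nM tunicamycin wells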
H9c2 protect: modulators protecting cardiomyocytes from myocardial damage. H9c2 cardiomyocytes, H2O2 injury protection, ATPLite, 2 h. protection from H2O2 cell death, % at 20 µM. 360,000 tested, 0.63% active;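 active = compounds giving at least 50% protection of heart cells from peroxide-induced death in the single-dose screen, raw or plate-pattern-corrected value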;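 also: 0% = DMSO wells with peroxide and 100% = DMSO wells without peroxide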
HTR2A ag: activates the mouse 5-HT2A serotonin receptor. activation, % at 7.6 µM. CHO-K1 mHTR2A beta-arrestin complementation, luminescence; percent of 30 µM serotonin response. 360,000 tested, 0.66% active. P35363;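 active = activation above a run cutoff, the mean activation of all tested compounds plus 3 SD, cut at about 14% in these data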;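 also: 0% = plate median of compound wells and 100% = 30 µM serotonin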
Target sequence (P35363 whole entry, looked up): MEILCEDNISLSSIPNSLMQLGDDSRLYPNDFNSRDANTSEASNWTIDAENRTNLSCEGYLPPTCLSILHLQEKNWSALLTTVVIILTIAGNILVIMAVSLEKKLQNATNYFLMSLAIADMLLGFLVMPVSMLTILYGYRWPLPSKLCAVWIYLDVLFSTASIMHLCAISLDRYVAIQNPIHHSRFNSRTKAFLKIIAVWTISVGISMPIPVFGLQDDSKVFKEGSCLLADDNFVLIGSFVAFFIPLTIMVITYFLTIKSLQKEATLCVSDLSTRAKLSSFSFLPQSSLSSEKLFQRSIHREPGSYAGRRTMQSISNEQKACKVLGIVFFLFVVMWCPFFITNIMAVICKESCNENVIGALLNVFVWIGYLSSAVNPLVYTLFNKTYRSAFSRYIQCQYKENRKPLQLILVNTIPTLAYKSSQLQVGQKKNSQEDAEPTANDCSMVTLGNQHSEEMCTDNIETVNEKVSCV
aDG glyco up: alpha-DG glycosylation activation. Pro5-aDG cells, alpha-DG glycosylation AlphaScreen (IIH6); 0% Pro5, 100% B10-LARGE cell signal. activation, % at 10 µM. 360,000 tested, 0.22% active. AID 624168;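 active = activation of at least 8% versus controls, or a plate z-score of at least 8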;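 also: Pro5 are CHO cells carrying HIG-tagged alpha-DG that lacks glycosylation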
Exocytosis inh: blocks lytic granule exocytosis; 360,000 tested, 0.66% active; TALL-104 LAMP-1 surface exposure, flow cytometry; cells stimulated with thapsigargin and PMA; inhibition, % at 10 µM; AID 651702;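 active = inhibition above about 55%, limit read from the data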
ABCB6 inh MLPCN: human ABCB6 transporter inhibition. fluorescence ratio to DMSO, % at 10 µM. K562-ABCB6 porphyrin accumulation, flow cytometry, 1 h; hits give low values. 360,000 tested, 0.19% active. AID 602162;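 active = fluorescence ratio to DMSO below 75%, the collection mean minus 3 SD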;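 also: signal is porphyrin accumulated inside mitochondria; 100% equals median channel fluorescence of DMSO control wells; lower ratio means ABCB6 inhibition with less porphyrin fluorescence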
Numbers without * were called inactive; . = not tested or not shown.

#	Molecule	hiPSC survival	H9c2 protect	HTR2A ag	Exocytosis inh	MC4R antag cAMP	ABCB6 inh MLPCN	ABHD5-PLIN5 inh	Glyco luc inh	MC4R ag barr	aDG glyco up
1	Cc1ccc(NC(=O)COC(=O)c2c(-c3ccccc3)noc2C)c(C)c1	-0.3	5	-4	4	11	101	0	-1	0.4	-0.1
2	COc1ccc(C2=NO[C@@H]3[C@@H]4C[C@@H]([C@H]5C(=O)N(C)C(=O)[C@@H]45)[C@H]23)c(OC)c1	0.6	7	6	-1	-6	91	-7	1	-1.6	0.0
3	CCN1CCN(C(=O)c2ccc(COc3ccc(Cl)cc3)o2)CC1	0.1	0	0	0	-3	96	0	-1	-1.3	0.6
4	CC(C)=CCC/C(C)=C/CNC(=O)C[C@H]1C[C@H](C(=O)N2CCCCC2)[C@@]2(C)c3[nH]c4cc(CCC(=O)N(C)C)ccc4c3CCN2C1=O	2.0	-21	-1	10	4	94	1	0	0.7	1.2
5	Cc1cccc(NC(=O)/C(=C\c2cccs2)NC(=O)c2ccccc2)c1	-1.1	2	-1	-5	6	99	0	2	3.0	-0.1
6	Cc1occc1C(=O)N1CCN(c2ccc([N+](=O)[O-])cc2)CC1	-0.4	-1	7	10	2	96	-4	0	-1.7	0.7
7	CC(NCc1ccc(N(C)C)cc1)C1CC2CCC1C2 (stereo not drawn)	-1.3	6	-2	-3	12	97	3	0	1.1	0.0
8	CC(=O)Nc1ccc(S(=O)(=O)NCCSCc2c(Cl)cccc2Cl)cc1	-0.1	-17	-2	-2	1	84	1	-2	0.2	0.6
9	O=C(Nc1ccc(Cl)cc1)N1CCC(c2nc(-c3ccccc3Cl)no2)CC1	-0.4	-28	-3	2	21	97	-13	-2	9.0*	2.6
10	FC(F)Oc1ccc(-c2csc(=Nc3cccnc3)n2CC2CCCO2)cc1 (stereo not drawn)	-0.7	-16	-5	1	8	102	-2	-5	-1.3	0.9
11	Cc1ccc(OCC(O)Cn2c(=N)n(CCN3CCCCC3)c3ccccc32)cc1 (stereo not drawn)	-4.7	-16	-12	21	2	105	10	-2	-2.1	-0.5
12	CCC1=Nc2cc(C(=O)NCCN3CCOCC3)ccc2Sc2ccc(Br)cc21	-0.6	6	-2	1	7	99	5	-3	-1.6	-0.1
13	Cc1ccc(N(CC(=O)NCc2ccccc2)C(=O)c2csnn2)cc1	-0.4	-2	-1	0	-5	100	-3	0	1.1	0.1
14	COc1ccc(C2=NOC(C(=O)N3CCCCCC3)C2)cc1OC (stereo not drawn)	0.2	5	-3	-3	18	102	-2	1	0.6	-0.1
15	Cc1ccc(-c2ccccc2C2=CC(=O)CC(C)(C)C2=O)cc1	1.7	-13	4	1	5	99	-3	0	0.8	0.0
16	CC(=O)OC1C([N+]2(C)CCCCC2)C[C@H]2C3CC[C@H]4C[C@H](OC(C)=O)C([N+]5(C)CCCCC5)CC4(C)[C@H]3CCC12C (stereo partly drawn)	-3.0	2	-1	-7	1	90	2	1	-0.8	0.1

The final 7 compounds of the section before lead into the next.
#	Molecule	hiPSC survival	H9c2 protect	HTR2A ag	Exocytosis inh	MC4R antag cAMP	ABCB6 inh MLPCN	ABHD5-PLIN5 inh	Glyco luc inh	MC4R ag barr	aDG glyco up
10	FC(F)Oc1ccc(-c2csc(=Nc3cccnc3)n2CC2CCCO2)cc1 (stereo not drawn)	-0.7	-16	-5	1	8	102	-2	-5	-1.3	0.9
11	Cc1ccc(OCC(O)Cn2c(=N)n(CCN3CCCCC3)c3ccccc32)cc1 (stereo not drawn)	-4.7	-16	-12	21	2	105	10	-2	-2.1	-0.5
12	CCC1=Nc2cc(C(=O)NCCN3CCOCC3)ccc2Sc2ccc(Br)cc21	-0.6	6	-2	1	7	99	5	-3	-1.6	-0.1
13	Cc1ccc(N(CC(=O)NCc2ccccc2)C(=O)c2csnn2)cc1	-0.4	-2	-1	0	-5	100	-3	0	1.1	0.1
14	COc1ccc(C2=NOC(C(=O)N3CCCCCC3)C2)cc1OC (stereo not drawn)	0.2	5	-3	-3	18	102	-2	1	0.6	-0.1
15	Cc1ccc(-c2ccccc2C2=CC(=O)CC(C)(C)C2=O)cc1	1.7	-13	4	1	5	99	-3	0	0.8	0.0
16	CC(=O)OC1C([N+]2(C)CCCCC2)C[C@H]2C3CC[C@H]4C[C@H](OC(C)=O)C([N+]5(C)CCCCC5)CC4(C)[C@H]3CCC12C (stereo partly drawn)	-3.0	2	-1	-7	1	90	2	1	-0.8	0.1
17	N#CC1(c2ccccc2)CCCN1C(=O)c1ccccc1Cl (stereo not drawn)	-2.5	6	-1	0	8	94	2	1	-0.8	-0.5
18	CCc1nnc(NS(=O)(=O)c2ccc(NC(=S)NC(=O)c3ccccc3)cc2)s1	-0.2	8	-3	0	-3	95	5	2	0.2	-0.1
19	Cc1ccc(NS(=O)(=O)c2ccc(Br)s2)cc1S(=O)(=O)N1CCOCC1	0.3	3	-1	-2	5	103	2	3	-1.1	0.0
20	C[C@@H]1CN([C@@H](C)CO)C(=O)CCCn2nncc2CO[C@@H]1CN(C)C(=O)Nc1ccc(N2CCN(C)CC2)cc1	2.7	10	-1	7	5	97	2	2	-0.1	-0.2
21	COc1cccc(-c2nc3nc(C)cc(C)n3c2Nc2c(C)cccc2C)c1	-0.8	.	-6	-6	.	277	0	.	.	-0.1
22	Cc1nn(C)c(C)c1CN(C)C(=O)c1cc2nc(-c3ccco3)cc(C(F)(F)F)n2n1	4.9	7	4	0	7	100	2	-1	-0.1	0.1
23	COc1cc(C(=O)N2CCN(C(=O)C3CCCO3)CC2)cc(OC)c1OC (stereo not drawn)	-0.4	2	-1	-4	5	92	2	0	-0.1	-0.1
24	Cc1nnc(SCCOC(N)=O)n1C	6.5	7	1	-1	11	105	-7	0	-2.2	-0.1
25	O=C(NC1CCCCC1)C(c1cccs1)N(C(=O)C(F)(F)F)c1ccccc1 (stereo not drawn)	0.0	-8	3	-1	4	96	0	-3	27*	0.1
26	COc1cccc(CN2CCNC(=O)C2CC(=O)NCCn2nc(C)cc2C)c1OC (stereo not drawn)	-0.6	8	-2	0	7	100	-1	1	0.6	-0.1
27	O=C(COC(=O)c1cc([N+](=O)[O-])ccc1N1CCOCC1)Nc1ccc(Cl)cc1	0.1	4	4	-1	-1	97	4	-2	-1.6	-0.1
28	CCOC(=O)C1=C(C)NC(=O)NC1c1ccc(OC(=O)c2ccco2)c(OC)c1 (stereo not drawn)	1.4	-3	-2	4	4	98	1	2	-2.7	-0.1
29	Cc1cc(OC(=O)c2ccc(Cl)cc2Cl)c([N+](=O)[O-])c(=O)[nH]1	-1.7	4	0	5	-4	103	-4	1	-0.7	0.1
30	CC[C@H](NC(=O)c1c(C)c(-c2ccccc2)nc2ccccc12)c1ccccc1	-1.5	5	4	-1	-1	103	-3	2	-0.9	0.0
31	N#C/C(=N\Nc1cccc(C(F)(F)F)c1)C(=O)c1ccsc1	0.0	-14	-1	13	6	97	3	-2	-1.0	0.0
32	COc1cc(NC(=O)c2cccs2)c(C(=O)OCC(=O)NCc2ccccc2)cc1OC	4.1	-5	-1	0	7	100	-2	-2	3.0	0.1
33	CCCCNC(=O)C1CCN(S(=O)(=O)c2c(C)noc2/C=C\c2ccc(OC)cc2)CC1	-2.0	-6	-12	6	21	102	-1	0	-0.6	-0.3
34	Cc1ccc(NC(=O)c2cccc(Oc3ccc([N+](=O)[O-])cc3)c2)c(C(=O)O)c1	-0.5	-5	1	-3	11	98	5	1	-0.5	-0.1
35	COc1cccc(CN(C)C(=S)Nc2cccc(C)c2)c1	0.4	-2	-3	4	7	96	0	0	-1.6	0.1
36	COc1cc(/C=N/NC(=O)c2ccc(COc3ccccc3Cl)o2)cc(Br)c1O	-1.5	-4	0	2	1	97	2	0	4.4	-0.1
37	CCOC(=O)c1c(C)[nH]c(/C(C)=N/O)c1C	-0.1	2	-1	-2	-5	91	-8	-1	2.7	0.0
38	CC1=NN(c2ccccc2)C(=O)C1C(=O)c1cc([N+](=O)[O-])cc([N+](=O)[O-])c1 (stereo not drawn)	0.6	-3	0	-6	7	102	-14	0	-2.3	-0.1
39	C=CCn1c(SC(C)C(=O)NCc2ccc3c(c2)OCO3)nnc1C1CCCCC1 (stereo not drawn)	-1.4	1	3	-1	13	99	-3	-1	-1.7	0.0
40	COc1ccccc1N1CCN(Cc2c[nH]c3ccccc23)CC1	-0.3	-3	4	6	12	98	-3	-4	0.4	0.0

Entries of single compounds as entered above. Values in the order: hiPSC survival | H9c2 protect | HTR2A ag | Exocytosis inh | MC4R antag cAMP | ABCB6 inh MLPCN | ABHD5-PLIN5 inh | Glyco luc inh | MC4R ag barr | aDG glyco up
C=CCn1c(SC(C)C(=O)NCc2ccc3c(c2)OCO3)nnc1C1CCCCC1 (stereo not drawn) across the screens: -1.4 | 1 | 3 | -1 | 13 | 99 | -3 | -1 | -1.7 | 0.0
Cc1ccc(NC(=O)c2cccc(Oc3ccc([N+](=O)[O-])cc3)c2)c(C(=O)O)c1 across the screens: -0.5 | -5 | 1 | -3 | 11 | 98 | 5 | 1 | -0.5 | -0.1
COc1ccccc1N1CCN(Cc2c[nH]c3ccccc23)CC1 across the screens: -0.3 | -3 | 4 | 6 | 12 | 98 | -3 | -4 | 0.4 | 0.0
COc1cc(/C=N/NC(=O)c2ccc(COc3ccccc3Cl)o2)cc(Br)c1O across the screens: -1.5 | -4 | 0 | 2 | 1 | 97 | 2 | 0 | 4.4 | -0.1

Further compounds follow.
#	Molecule	hiPSC survival	H9c2 protect	HTR2A ag	Exocytosis inh	MC4R antag cAMP	ABCB6 inh MLPCN	ABHD5-PLIN5 inh	Glyco luc inh	MC4R ag barr	aDG glyco up
41	c1ccc2c(C3CCO3)cccc2c1 (stereo not drawn)	4.7	3	-1	-2	7	98	-7	3	-0.2	0.0
42	Cn1c(SCC(=O)N2CCN(S(=O)(=O)c3ccc(Cl)cc3)CC2)nc2ccccc21	-2.3	-3	1	-1	-1	95	6	2	0.9	0.3
43	CN(c1ccccc1)S(=O)(=O)c1cccc(NC(=O)C2CCCO2)c1 (stereo not drawn)	2.3	-1	3	11	13	90	2	1	-0.4	-0.3
44	O=C(NN1C(=O)NC2(CCCCC2)C1=O)c1ccc(-c2ccc([N+](=O)[O-])cc2)o1	-0.4	25	0	0	-5	99	-1	2	-2.0	0.0
45	[O-][n+]1c2ccc3nonc3c2nn1-c1ccccc1Cl	-0.5	-4	5	-3	-4	97	8	1	0.0	-0.1
46	Cn1cccc1C(=O)OCc1cc(Cl)cc2c1OCOC2	-0.4	8	-2	-4	-4	98	-7	0	-0.8	-0.1
47	CCC(C)[C@H](NC(=O)NCc1ccc(Cl)cc1)C(=O)O (stereo partly drawn)	-0.2	2	1	2	10	93	-1	-2	0.1	0.0
48	Cc1ccc(-n2nnnc2SCC(=O)NCC2(N3CCOCC3)CCCCC2)cc1	0.1	2	-3	9	7	101	2	-1	-2.2	0.0
49	O=C(CN1C(=O)S/C(=C\c2cccc(Cl)c2)C1=O)NC1C=CS(=O)(=O)C1 (stereo not drawn)	-0.1	-10	-1	8	15	93	-8	-1	-4.8	0.1
50	Clc1ccc(SCc2nc3ccccc3[nH]2)cc1	-2.8	-18	1	-2	10	96	2	-2	-1.7	0.6
51	COC(=O)C1CCN(C(=O)c2oc3c(Cl)cc(C)cc3c2C)CC1	-0.5	2	-2	-1	-2	100	-1	-7	-1.1	0.4

Screening results (PubChem)
